# MrgX1 PAM: human MrgX1 positive allosteric modulation, primary screen | Q96LB2 | MrgX1-HEK293, Fluo-4 calcium flux, FDSS; active compounds read high | B-score at 10 µM | hit rate 0.63% among 310,000 | AID 588675;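 active = plate-corrected calcium response at least 3 library SD above typical, normal starting fluorescence, not activating the receptor alone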;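 also: compound read alongside a low EC10 to EC30 dose of BAM8-22 agonist; peak minus trough fluorescence over baseline measured at the second addition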
# TMEM16A inh: mouse TMEM16A channel inhibition, primary screen | Q8BHY3 | HEK293 TMEM16A/YFP iodide influx fluorescence, ionomycin | normalized B-score (activity score, 25-100; higher = stronger inhibition) at 10 µM | hit rate 1.2% among 310,000;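 active = ratio plate-corrected score three or more library SD toward inhibition, starting fluorescence score within five deviations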;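 also: score derived from kinetic fluorescence span divided by baseline fluorescence per well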
# Target sequence (Q8BHY3 whole entry, looked up): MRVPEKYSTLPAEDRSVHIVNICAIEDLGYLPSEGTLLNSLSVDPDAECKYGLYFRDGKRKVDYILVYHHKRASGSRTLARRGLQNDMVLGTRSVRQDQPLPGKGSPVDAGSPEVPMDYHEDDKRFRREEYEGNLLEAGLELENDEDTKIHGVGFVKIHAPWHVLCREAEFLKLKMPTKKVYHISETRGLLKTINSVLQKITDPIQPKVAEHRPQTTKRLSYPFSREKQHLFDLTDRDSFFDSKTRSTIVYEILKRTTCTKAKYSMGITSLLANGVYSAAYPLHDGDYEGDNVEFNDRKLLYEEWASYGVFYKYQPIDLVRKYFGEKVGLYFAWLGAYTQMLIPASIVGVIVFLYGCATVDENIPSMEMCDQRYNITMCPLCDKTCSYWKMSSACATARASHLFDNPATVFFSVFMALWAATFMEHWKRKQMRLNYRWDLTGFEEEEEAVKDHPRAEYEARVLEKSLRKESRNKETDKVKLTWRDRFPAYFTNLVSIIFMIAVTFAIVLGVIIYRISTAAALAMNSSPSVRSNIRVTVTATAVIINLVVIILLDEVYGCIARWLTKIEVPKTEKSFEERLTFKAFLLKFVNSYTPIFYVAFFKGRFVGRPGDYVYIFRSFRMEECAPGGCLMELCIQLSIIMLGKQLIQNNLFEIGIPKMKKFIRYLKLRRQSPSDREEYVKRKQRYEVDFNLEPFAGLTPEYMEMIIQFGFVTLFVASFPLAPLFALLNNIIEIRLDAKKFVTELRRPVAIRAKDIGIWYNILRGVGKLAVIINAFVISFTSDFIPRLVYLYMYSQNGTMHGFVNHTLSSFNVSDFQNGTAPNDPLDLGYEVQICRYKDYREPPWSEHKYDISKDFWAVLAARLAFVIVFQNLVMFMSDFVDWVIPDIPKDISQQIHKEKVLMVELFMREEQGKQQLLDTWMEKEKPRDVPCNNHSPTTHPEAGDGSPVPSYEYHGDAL
# KCNK3 block: human KCNK3 channel inhibition, primary screen; CHO-KCNK3 thallium flux, FluxOR fluorescence; active compounds read low; hit rate 0.84% among 340,000; AID 602410; O14649; B-score at 10 µM;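 active = B-score under library mean minus 4 SD, starting fluorescence ratio at most library mean plus 5 SD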;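 also: more negative B-score means stronger inhibition of thallium flux through KCNK3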
# MrgX1 ag: human MrgX1 receptor agonism, primary screen; AID 588627; hit rate 0.44% among 310,000; MrgX1-HEK293 cells, Fluo-4 calcium fluorescence, agonist mode; active compounds read high; B-score at 10 µM;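 active = calcium response B-score plate-corrected fluorescence ratio at least 3 library SD, with starting fluorescence B-score inside 5 SD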
#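 System: HEK293 cells stably expressing human MrgX1 receptor; Dosing: test compound in the initial addition of three; Schedule: overnight plating, then 30 min 37 °C plus 30 min room-temperature dye loading; Detection: kinetic calcium dye fluorescence, Fluo-4 NW; Controls: per-plate positive and negative controls for Z′ factor.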
# KCNQ1 pot: human KCNQ1 channel potentiation or activation; CHO-K1 KCNQ1, thallium flux FluxOR fluorescence; active compounds read high; P51787; hit rate 0.35% among 310,000; AID 2648; B-score at 10 µM;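 active = fluorescence ratio B-score, a plate-corrected score, at least three library SD, with initial intensity B-score within 5 SD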
#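 Schedule – 37 °C overnight plating, 90-min dark dye load, 20-min compound pretreatment · System – stable KCNQ1 CHO-K1 line · Probe or stimulus – thallium- and potassium-containing depolarizing buffer · Measured by – kinetic FluxOR fluorescence, 10 s baseline plus 110 s post-stimulus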
# RGS4 pot: potentiators or activators of RGS4. HEK293 M3R/inducible RGS4, carbachol calcium flux Fluo4; active compounds read low. B-score at 10 µM. hit rate 0.92% among 310,000. AID 463111;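 active = B-score of the integrated calcium signal more than 4 SD below the library mean, with starting fluorescence not abnormally high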;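 also: negative B-score means reduced calcium response which marks RGS4 activation or potentiation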
#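 test system = M3R-expressing HEK293 line, RGS4 induced by doxycycline | probe or stimulus = carbachol at ECmax as muscarinic agonist stimulus | timing = dye loading 30 min 37 °C, buffer rest 30 min RT | signal = calcium dye Fluo4 fluorescence | evaluation = B score from integrated fluorescence ratio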
# hERG rescue: hERG (human) protection from proarrhythmic block; CHO-hERG, FluxOR thallium flux, dofetilide IC70 present; hit rate 0.51% among 310,000; activation (rescue from dofetilide block), less the hit threshold, % at 10 µM;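 active = activation above the mean of controls blocked by dofetilide plus 5 SD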;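 also: thallium influx through hERG after potassium depolarization seen as dye fluorescence rise; in these data hits start at about 4.7%; inactives centre near -7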
# ANO1 activ: activators or potentiators of mouse TMEM16A chloride channel; Q8BHY3; HEK293 TMEM16A/YFP-H148Q/I152L, iodide quench fluorescence; active compounds read low; AID 623877; hit rate 0.3% among 340,000; B-score at 10 µM;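 active = fluorescence-ratio B-score plate-corrected deviation score at least 3 library SD below zero, with starting fluorescence score within 5 deviations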;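 also: channel opened by trigger with iodide after compound preincubation; score built on the fluorescence ratio of max minus min over baseline; more negative score means more quench and so TMEM16A activation or potentiation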
# KCNQ1 inh: human KCNQ1 channel inhibition; P51787; CHO-K1 KCNQ1, FluxOR thallium flux fluorescence; active compounds read high; B-score at 10 µM; hit rate 1.3% among 310,000; AID 2642;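 active = compounds whose thallium flux B-score, printed positive for inhibition, exceeds three library SD while starting fluorescence stays within three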;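 also: channel opened by potassium depolarization with thallium stimulus after 20 min compound exposure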
# KCNK9 inh: inhibitors of human KCNK9 two-pore domain potassium channel; B-score at 10 µM; Q9NPC2; hit rate 1.2% among 310,000; HEK293 KCNK9, FluxOR thallium flux fluorescence; active compounds read low; AID 488922;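 active = ratio B-score over 3 SD below the library mean, with starting fluorescence within 5 SD of its mean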;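 also: negative B-score means less thallium flux so channel inhibition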
# RGS4 inh: inhibitors of human RGS4; HEK293 M3R/RGS4 inducible, Fluo-4 calcium flux; active compounds read high; triggered by carbachol at its EC20; AID 463165; hit rate 0.45% among 310,000; B-score at 10 µM; P49798;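 active = B-score, a plate-corrected calcium signal, over three deviations above library mean, with baseline fluorescence within five deviations of library mean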;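 also: RGS4 expression induced by doxycycline in cells with stable M3 receptor; B-score is computed from the integrated fluorescence ratio over baseline after carbachol; higher B-score means a larger calcium signal and so more RGS4 inhibition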
# * hit, by the source's call; i = inactive; . = no result given.
SMILES,MrgX1 PAM,TMEM16A inh,KCNK3 block,MrgX1 ag,KCNQ1 pot,RGS4 pot,hERG rescue,ANO1 activ,KCNQ1 inh,KCNK9 inh,RGS4 inh
Cc1ccc(OCc2n[nH]c(=S)n2N)cc1C,i,i,i,i,i,i,-17.1,i,i,i,i
COC(=O)c1ccccc1NC(=O)COC(=O)CSc1nnc(N)s1,i,i,i,i,i,i,-20.1,i,i,i,i
COCCCN1C2=C(C(=O)CC(C)(C)C2)C(c2ccc(OC)c(OC)c2)C2=C1CC(C)(C)CC2=O,i,i,i,i,i,i,-1.2,i,i,i,i
Cc1cc(N=Nc2ccc(Cl)cc2)cc(CN2CCOCC2)c1O,i,i,i,i,i,i,-12.6,i,i,i,i
CCC(C)(C)NC(=O)CN(C(=O)CNS(=O)(=O)c1ccccc1)c1ccc2c(c1)OCCO2,i,i,i,i,i,i,-8.3,i,i,i,i
Cc1cc(C)nc(NC(=O)c2ccc(Br)s2)n1,i,i,i,i,i,i,-7.4,i,i,i,i
Cc1ccc(F)c(N=Cc2c(O)c3ccccc3oc2=O)c1,i,i,i,i,i,i,-6.6,i,i,i,i
COC(=O)c1ccc(C(=O)OC)c(NC(=O)C2CCCO2)c1 (configuration not stated),i,i,i,i,i,i,-8.2,i,i,i,i
Cc1ccc(N2CCN(CC(O)COc3cccc4ccccc34)CC2)cc1 (configuration not stated),i,i,i,i,i,i,-14.2,i,i,i,i
O=C(c1ccccc1)c1cc(-c2ccccc2)on1,i,i,i,i,i,i,-6.0,i,i,i,i
CC(C)c1ccccc1OCCNC(=O)c1cncc(Br)c1,i,i,i,i,i,i,-20.9,i,i,i,i
COc1cc(Cl)ccc1NC(=O)COc1ccccc1C(=O)NN,i,i,i,i,i,i,-11.2,i,i,i,i
CCSc1nnc(-c2cccc(S(=O)(=O)N(C)C)c2)n1-c1cc(OC)ccc1OC,i,i,i,i,i,i,-5.4,i,i,i,i
CCOc1ccc(CN2CCN(Cc3cc4c(cc3Cl)OCO4)CC2CCO)cc1 (configuration not stated),i,i,i,i,i,i,-18.8,i,i,i,i
CCOC(=O)C(C)(C)NS(=O)(=O)c1ccc(Cl)c([N+](=O)[O-])c1,i,i,i,i,i,i,-9.2,i,i,i,i
CC(=O)c1cccc(NC(=O)CCS(=O)(=O)c2cccc3nsnc23)c1,i,i,i,i,i,i,-9.9,i,i,i,i
COCCCNC(=S)NNC(=O)C1CC1c1ccc(C(C)(C)C)cc1 (configuration not stated),.,.,i,.,i,i,-6.3,i,i,i,i
CCCc1nc2ccccc2c(C(=O)OC2CCOC2=O)c1CC (configuration not stated),i,i,i,i,i,i,-7.5,i,i,i,i
CC(C)Oc1ccc(C(=O)NC(=S)N2CCOCC2)cc1,i,i,i,i,i,i,2.3,i,i,i,i
O=C(c1ccco1)N1CCN(C(=O)C2CC(=O)N(c3ccccc3)C2)CC1 (configuration not stated),i,i,i,i,i,i,-3.9,i,i,i,i
COc1cc(/C=C/C(=O)OC(C)C(=O)NC2CCCCC2C)cc(Cl)c1OC (configuration not stated),i,i,i,i,i,i,-14.0,i,i,i,i
Cn1c(=O)c2c(nc(N3CCOCC3)n2CCCNC2=NCCCCC2)n(C)c1=O,i,i,i,i,i,i,-10.7,i,i,i,i
O=C(c1sc2cc([N+](=O)[O-])ccc2c1Cl)N1CCCCC1,i,i,i,i,i,i,-5.3,i,i,i,i
Cc1cccc(S(=O)(=O)NC2CCCCCCC2)c1,i,i,i,i,i,i,-11.8,i,i,i,i
O=C(CN1C(=O)NC2(CCCCC2)C1=O)Nc1cc(C(F)(F)F)ccc1N1CCCCC1,i,i,i,i,i,i,-9.4,i,i,i,i

# (more compounds)
SMILES,MrgX1 PAM,TMEM16A inh,KCNK3 block,MrgX1 ag,KCNQ1 pot,RGS4 pot,hERG rescue,ANO1 activ,KCNQ1 inh,KCNK9 inh,RGS4 inh
CCc1cc2c(=O)c(-c3ccc(F)cc3)c(C)oc2cc1OCC(=O)O,i,i,i,i,i,i,-9.6,i,i,i,i
CN(C)/N=C/c1ccc(OC(=O)c2cccc([N+](=O)[O-])c2)cc1,i,i,i,i,i,i,-2.8,i,i,i,i
COc1ccc(NC(=O)CSc2nnnn2-c2ccccc2OC)c(OC)c1,i,i,i,i,i,i,3.6,i,i,i,i
C=CCn1c(C)nc2ccccc2c1=O,i,i,i,i,i,i,0.3,i,i,i,i
Cc1ccc(CSc2ncnc3c2cnn3Cc2ccccc2)cc1,i,i,i,i,i,i,-13.6,i,i,i,i
COc1ccc(OCCCC(=O)OCC(=O)Nc2c(C)nn(-c3ccccc3)c2C)cc1,i,i,i,i,i,i,-10.7,i,i,i,i
Cc1cccc(-n2cnc3c(sc4nc(N5CCOCC5)c5c(c43)CCCC5)c2=O)c1,i,i,i,i,i,i,-13.4,i,i,i,i
COc1ccc(OCC(=O)NNC(=O)Nc2cccc(Cl)c2)cc1,i,i,i,i,i,i,-6.1,i,i,i,i
C(=N\Nc1nc(N2CCOCC2)nc(N2CCOCC2)n1)/c1ccncc1,i,i,i,i,i,i,1.2,i,i,i,i
CCOC(=O)Cc1csc2nc(-c3ccccc3)nn12,i,i,i,i,i,i,-2.3,i,i,i,i
Cc1ccc(-c2noc(C3CCCN(C(=O)c4ccc(C(C)(C)C)cc4)C3)n2)o1 (configuration not stated),i,i,i,i,i,i,-11.3,i,i,i,i
COc1cc(C)c(/C=C(\C#N)C(=O)Nc2ccc(C)cc2)cc1C(C)C,i,i,i,i,i,i,-10.7,i,i,i,i
Cc1ccc(C)c(NC(=O)Cc2ccc(S(=O)(=O)N3CCCCC3)s2)c1,i,i,i,i,i,i,-6.0,i,i,i,i
CNC(=O)/C(C#N)=C/c1c(N2CCN(c3ccccc3)CC2)nc2c(C)cccn2c1=O,i,i,i,i,i,i,-8.1,i,i,i,i
COc1ccc(NC(=O)C/C(C)=N/NC(=O)c2ccncc2)c([N+](=O)[O-])c1,i,i,i,i,i,i,-15.6,i,i,i,i
O=C(CSc1nc2c(sc3ccccc32)c(=O)n1CCCN1CCOCC1)NCC1CCCO1 (configuration not stated),i,i,i,i,i,i,-3.4,i,i,i,i
COc1ccc(Nc2nc(N3CCOCC3)nc(N3CCOCC3)n2)cc1Cl,i,i,i,i,i,i,-2.9,i,i,i,i
CCC(=O)Nc1ccc(Oc2ccc(NC(=O)CC)c(NC(=O)CC)c2)cc1,i,i,i,i,i,i,-3.6,i,i,i,i
CCc1nc2ccc(C(=O)N3CCN(c4ccc([N+](=O)[O-])cc4)CC3)cc2nc1CC,i,i,i,i,i,i,-7.8,i,i,i,i
O=C1CCC(C(=O)Nc2cccc(Br)c2)N1 (configuration not stated),i,i,i,i,i,i,-2.4,i,i,i,i
COC(=O)C1=C(C)N=c2s/c(=C/c3cccs3)c(=O)n2C1c1cccs1 (configuration not stated),i,i,i,i,i,i,-7.1,i,i,i,i
CC(=O)N/C(=C\c1ccc(F)cc1)C(=O)NC(Cc1c[nH]c2ccccc12)C(=O)O (configuration not stated),i,i,i,i,i,i,-10.8,i,i,i,i
Cc1c(C2C(C#N)=C(N)OC3=C2C(=O)CCC3)cnn1C (configuration not stated),i,i,i,i,i,i,-11.1,i,i,i,i
Cc1nn(CC(=O)NCc2ccccc2)c(=O)c2cccn12,i,i,i,i,i,i,-10.1,i,i,i,i
CSc1ncccc1C(=O)OCc1nc2ccsc2c(=O)[nH]1,i,i,i,i,i,i,-12.3,i,i,i,i

# (cont.)
SMILES,MrgX1 PAM,TMEM16A inh,KCNK3 block,MrgX1 ag,KCNQ1 pot,RGS4 pot,hERG rescue,ANO1 activ,KCNQ1 inh,KCNK9 inh,RGS4 inh
C/C(=N\Nc1ccc(S(=O)(=O)Nc2ccccc2)cc1[N+](=O)[O-])c1ccc(N2CCOCC2)cc1,i,i,i,i,i,i,-5.0,i,i,i,i
c1ccc(-c2nc(-c3ccc(-c4ccon4)s3)no2)cc1,i,i,i,i,i,i,-5.0,i,i,i,i
O=C(CCC(=O)Nc1ccccc1)NNC(=O)CCc1ccccc1,i,i,i,i,i,i,0.7,i,i,i,i
CCc1ccc(CN2CCC(C(=O)Nc3ccc(Oc4ccccc4)nc3)CC2)o1,i,i,i,i,i,i,-5.3,i,i,i,i
Cc1csc(Nc2ccccc2)[n+]1C,i,i,i,i,i,i,-6.9,i,i,i,i
CCN(CC)S(=O)(=O)c1ccc(OCC(=O)NCc2ccco2)cc1,i,i,i,i,i,i,-9.0,i,i,i,i
CCN(CC)c1ccc(/C=N/NC(=O)c2cnccn2)c(O)c1,i,i,i,i,i,i,-6.2,i,i,i,i
CCc1ccc2oc(=O)cc(CN3CCOCC3)c2c1,i,i,i,i,i,i,-4.3,i,i,i,i
CCC1CCCCN1C(=O)NC(=O)c1ccccc1 (configuration not stated),i,i,i,i,i,i,-7.2,i,i,i,i
COc1cccc(C2CC(c3ccccc3C)n3nc(N)nc3N2)c1 (configuration not stated),i,i,i,i,i,i,-3.8,i,i,i,i
Cc1ccc(NS(=O)(=O)c2ccc3c(c2)NC(=O)CC(=O)N3)cc1C,i,i,i,i,i,i,-3.6,i,i,i,i
COc1ccc(S(=O)(=O)Nc2cc(SCC(=O)O)c(O)c3ccccc23)cc1,i,i,i,i,i,i,-6.7,i,i,i,i
COC(=O)c1cnn(C(=O)c2cc(OC)ccc2Br)c1N,i,i,i,i,i,i,-3.5,i,i,i,i
COc1cc(-c2nc(-c3ccc4c(c3)-c3ccccc3S4(=O)=O)c(-c3ccccc3)[nH]2)cc(OC)c1OC,i,i,i,i,i,i,-21.0,i,i,i,i
O=C(O)CSC12CC3CC(C1)CC(C(=O)O)(C3)C2,i,i,i,i,i,i,-2.0,i,i,i,i
CNc1oc(-c2ccccc2Cl)nc1C#N,i,i,i,i,i,i,-0.7,i,i,i,i
O=c1[nH]c(/C=C\c2cccnc2)c([N+](=O)[O-])c(=O)[nH]1,i,i,i,i,i,i,-7.9,i,i,i,i

# Source: PubChem BioAssay (Johns Hopkins Ion Channel Center)
